# Screening results from PubChem BioAssay.
# FXIa inh: factor XIa (human) inhibition; purified FXIa, Boc-Glu-Ala-Arg-AMC fluorogenic substrate; 220,000 tested, 0.14% active; P03951; inhibition, % at 5 µM;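 active = inhibition of at least 40%; inactive = inhibition below 40%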;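 note: fluorescence of freed AMC excited at 355 nm; 0% = enzyme without compound and 100% = no enzyme blank; many of its hits are not listed in these tables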
# Rad51 HR inh: Rad51 (human) homologous recombination inhibition; Q06609; hRad51 DNA strand exchange, fluorescence dequenching; AID 1385; inhibition, % at 10 µM; 200,000 tested, 0.085% active;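 active = inhibition above 40% at the single screening dose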;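 note: 0% = DMSO control wells and 100% = blanks with heterologous ssDNA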
#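 material = hRad51 filaments on single-stranded DNA | timing = filaments 15 min 37 °C, then compound 30 min | signal = FRET fluorescence dequenching, excitation 485 nm, emission 520 nm | benchmarks = control wells and blank wells on each plate | evaluation = percent inhibition relative to plate controls and blanks | compound = 10 µM final, single point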
# hK5 inh: inhibitors of human kallikrein 5; recombinant hK5, fluorogenic AMC substrate cleavage; inhibition, % at 5 µM; 210,000 tested, 0.59% active; AID 873;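 active = inhibition of 40% or more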;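 note: 0% = enzyme controls without compound and 100% = no-enzyme blanks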
# Target sequence (Q9Y337 67-293 limits assumed): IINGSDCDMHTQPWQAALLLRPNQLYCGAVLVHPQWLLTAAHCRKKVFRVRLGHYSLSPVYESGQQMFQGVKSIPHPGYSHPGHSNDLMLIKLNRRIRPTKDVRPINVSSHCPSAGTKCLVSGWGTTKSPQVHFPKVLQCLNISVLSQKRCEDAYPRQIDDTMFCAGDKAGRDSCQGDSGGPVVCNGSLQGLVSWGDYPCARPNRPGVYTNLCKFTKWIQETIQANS
# Hck Nef HTS: blocks Nef-activated human Hck kinase. 220,000 tested, 0.68% active. AID 463187. Recombinant Hck-YEEI plus Nef, Z-Lyte FRET kinase assay. inhibition, % at 20 µM. P08631;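 active = Hck-Nef kinase inhibition above about 50%, limit read from the data; inactive = inhibition below that limit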;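 note: 0% = DMSO with Hck plus Nef and 100% = Hck alone without Nef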
# Cl transport mod: modulators of human KCC2 chloride dependent transport. KCC2 cells, thallium flux FluoZin-2 fluorescence. B-score of Tl+ flux slope (higher = more flux/activation; lower = inhibition) at 10 µM. 190,000 tested, 2.2% active;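 active = thallium flux slope and its plate-corrected score both differing from the plate sample mean at a set confidence after two filtering rounds, in either direction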;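 note: slope of fluorescence scaled to starting intensity during 10 to 20 s after thallium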
# thrombin 1536: inhibitors of human thrombin. P00734. alpha-thrombin, Boc-VPR-AMC fluorogenic substrate cleavage. inhibition, % at 5 µM. 220,000 tested, 0.26% active;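 active = inhibition at or above 40%; inactive = inhibition below 40%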;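 note: 0% = enzyme with no compound and 100% = wells without enzyme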
#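 signal = AMC fluorescence, 355/460 nm | material = human alpha-thrombin enzyme | control set = enzyme without compound as high, wells lacking enzyme as low | times = reaction at room temperature | read-out basis = percent inhibition scaled between no-compound controls and no-enzyme blanks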
# L929 necroptosis: L929 zVAD cell death inhibition; L929 zVAD necroptosis rescue, ATP luminescence, 24 h; with zVAD 60 µM; viability rescue, % at 10 µM; 220,000 tested, 0.38% active;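 active = activation, scaled between plate controls, above about 75%, limit read from the data; inactive = activation under that limit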;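 note: 0% = zVAD with DMSO and 100% = DMSO alone without zVAD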
# FXIIa inh: blocks human coagulation factor XIIa protease activity | P00748 | purified FXIIa, Boc-QGR-AMC fluorogenic substrate, 2 h | inhibition, % at 5 µM | 220,000 tested, 0.3% active | AID 800; in the data active = inhibition above about 40%;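 note: 0% = enzyme with no compound and 100% = blank without enzyme; many of its hits are not listed in these tables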
# Target sequence (P00748 20-372 limits assumed): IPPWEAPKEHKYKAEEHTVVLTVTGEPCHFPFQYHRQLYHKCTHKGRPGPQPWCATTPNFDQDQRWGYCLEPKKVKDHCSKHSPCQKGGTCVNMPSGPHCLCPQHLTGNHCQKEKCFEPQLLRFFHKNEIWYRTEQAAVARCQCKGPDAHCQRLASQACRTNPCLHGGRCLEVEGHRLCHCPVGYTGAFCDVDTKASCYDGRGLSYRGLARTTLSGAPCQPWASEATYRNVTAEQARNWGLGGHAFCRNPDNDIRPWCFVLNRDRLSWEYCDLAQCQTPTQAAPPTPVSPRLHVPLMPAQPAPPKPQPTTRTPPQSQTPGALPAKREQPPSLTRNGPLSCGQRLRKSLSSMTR
# Target sequence (P00748 373-615 limits assumed): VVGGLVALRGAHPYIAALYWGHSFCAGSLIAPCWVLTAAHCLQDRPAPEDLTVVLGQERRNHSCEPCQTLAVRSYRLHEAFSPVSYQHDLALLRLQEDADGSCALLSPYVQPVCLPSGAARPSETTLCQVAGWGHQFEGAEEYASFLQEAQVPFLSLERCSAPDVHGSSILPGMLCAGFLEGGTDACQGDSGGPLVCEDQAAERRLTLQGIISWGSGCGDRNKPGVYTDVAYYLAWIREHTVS
# TNF death inh: inhibitors of TNF-alpha induced necroptosis in Jurkat FADD-/- cells; 220,000 tested, 0.068% active; activation (protection from cell death), % at 10 µM; Jurkat FADD-/- TNF necroptosis rescue, ATP luminescence, 24 h; 0 = TNF only, 100 = no-TNF cells;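 active = activation, meaning protection from cell death, of at least 50% relative to plate controls; inactive = activation below 50%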;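 note: necroptosis triggered by 40 ng/mL TNF-alpha added together with compound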
# Numbers without * were called inactive; · = no result given. An excerpt; count on the stated rates, not on these rows.
SMILES,FXIa inh,Rad51 HR inh,hK5 inh,Hck Nef HTS,Cl transport mod,thrombin 1536,L929 necroptosis,FXIIa inh,TNF death inh
CN(C)C(=O)C[n+]1ccc(/C=N/O)cc1,24,·,-11,3,0.51,-1,-0.3,26,1.0
Cc1ccc(NC(=O)COc2ccc(Br)cc2C)cc1,9,4,-12,2,0.19,-3,0.0,5,2.1
Cc1cc(=O)n(C)c(=O)n1CCCCOc1ccc([N+](=O)[O-])cc1,10,0,20,29,0.1,12,-3.1,17,-0.8
CCc1ccc(NC(=O)c2cnn(-c3ccccc3)c2C)cc1,-12,4,-16,-5,0.2,-10,0.3,1,1.0
CC(C)NC(=O)Cn1nnc(-c2cccc(NC(=O)c3ccccc3F)c2)n1,-8,6,1,1,·,-3,2.7,-1,0.4
CCCCOc1cccc(NC(=O)CSc2nncn2C)c1,9,·,-3,3,0.067,4,0.6,16,2.2
CCOC(=O)c1nn(-c2ccc3c(c2)CCN3C(C)=O)cc1O,-10,2,3,17,-0.13,-5,2.8,-5,-1.6
Cc1nc([N+](=O)[O-])c(N2CCN(C)CC2)n1Cc1ccccc1,-18,1,-6,1,0.65,-3,0.2,-13,-0.4
CC(=O)c1c(C)oc(C)c1CSCc1ccc(C(=O)O)o1,2,7,-21,3,·,0,1.1,18,-1.1
CCC(C)N=C1SCC(C)(/C=N/O)S1 (stereo not drawn),3,-1,-5,2,1.2,2,0.0,9,-1.4
COc1cc(C(=O)NC(CCSC)C(=O)OCc2cc([N+](=O)[O-])cc3c2OCOC3)cc(OC)c1OC (stereo not drawn),2,-2,-2,27,-0.15,14,9.2,7,-0.9
Cc1ccc2nc(C)cc(OCC(=O)O)c2c1,-5,-1,-3,1,-0.086,-6,0.5,2,-0.3
CSc1nccc(Oc2cncc(Cl)c2)n1,-1,-10,-21,2,0.79,-3,0.3,6,0.8
O=C(NNC(=O)c1cnccn1)c1cccc([N+](=O)[O-])c1,6,-3,-8,5,0.053,-2,0.0,13,-0.9
O=C1CCCC(=O)C1Sc1ccc(Cl)cc1,-3,-12,-2,17,-2.6,-2,2.7,9,-0.9
C=CCn1sc(N)c(C(=O)OCC)c1=S,5,1,1,1,0.32,3,0.6,14,0.6
O=C(Cc1ccccc1)Nc1cc(Cl)ccc1Sc1ccccc1,-7,-10,2,-3,-0.22,-5,1.0,-2,1.4
CNc1nc(SCc2ccccc2)nc(N2CCOCC2)n1,-15,-10,-2,1,·,-5,-0.1,5,-3.6
Cc1cccc(Cn2c(=O)n(CCCC(=O)NCc3ccco3)c(=O)c3ccccc32)c1,-3,·,-13,9,-0.88,-4,·,5,-10.0
O=C(/C=C/c1ccc2c(c1)OCO2)Nc1nc(-c2ccccc2)cs1,6,1,1,0,-1.5,4,-0.1,18,-16

# Looked up above.
# C=CCn1sc(N)c(C(=O)OCC)c1=S | Hck Nef HTS = 1
# O=C(NNC(=O)c1cnccn1)c1cccc([N+](=O)[O-])c1 | hK5 inh = -8

# Given with two lines to a compound: part of the list above.
# Every second line gives: FXIa inh, Rad51 HR inh, hK5 inh, Hck Nef HTS, Cl transport mod, thrombin 1536, L929 necroptosis, FXIIa inh, TNF death inh
> CCCCOc1cccc(NC(=O)CSc2nncn2C)c1
 : 9, ·, -3, 3, 0.067, 4, 0.6, 16, 2.2
> CCOC(=O)c1nn(-c2ccc3c(c2)CCN3C(C)=O)cc1O
 : -10, 2, 3, 17, -0.13, -5, 2.8, -5, -1.6
> Cc1nc([N+](=O)[O-])c(N2CCN(C)CC2)n1Cc1ccccc1
 : -18, 1, -6, 1, 0.65, -3, 0.2, -13, -0.4
> CC(=O)c1c(C)oc(C)c1CSCc1ccc(C(=O)O)o1
 : 2, 7, -21, 3, ·, 0, 1.1, 18, -1.1
> CCC(C)N=C1SCC(C)(/C=N/O)S1 (stereo not drawn)
 : 3, -1, -5, 2, 1.2, 2, 0.0, 9, -1.4
> COc1cc(C(=O)NC(CCSC)C(=O)OCc2cc([N+](=O)[O-])cc3c2OCOC3)cc(OC)c1OC (stereo not drawn)
 : 2, -2, -2, 27, -0.15, 14, 9.2, 7, -0.9

# Other records:
SMILES,FXIa inh,Rad51 HR inh,hK5 inh,Hck Nef HTS,Cl transport mod,thrombin 1536,L929 necroptosis,FXIIa inh,TNF death inh
CC(=N/O)/C(C)=N\NC(=O)c1ccccn1,-1,11,-2,4,-0.031,-9,-0.7,7,-4.0
Cn1nc(C(F)(F)F)c(C(=O)Nc2ccc(F)cc2F)c1Sc1cccc(Cl)c1,8,-1,-11,2,·,5,0.0,17,-2.0
CC(C)C(c1nnnn1C(C)(C)C)N1CCOCC1 (stereo not drawn),1,-2,1,0,0.06,-1,-0.4,9,-0.6
COC(=O)c1[nH]c2ccccc2c1NC(=O)C(C)N1CCOCC1 (stereo not drawn),-4,9,-4,4,0.016,-6,0.2,1,2.4
COc1ccc(-c2nc(CS(=O)CC(=O)N3CCc4ccccc4C3)c(C)o2)cc1 (stereo not drawn),2,2,-21,2,-6.3*,-7,-0.7,13,-1.8
c1ccc(CSc2nnc(-c3cccs3)n2Cc2ccco2)cc1,7,-7,-7,1,-2.3,-2,-0.1,12,0.4
CSc1ccccc1NC(=O)Nc1ccccc1,-1,-6,0,6,-0.11,-2,0.7,-3,-2.5
O=C(O)c1cc(-c2ccccc2)on1,2,4,-1,-11,0.092,-4,-0.1,10,-1.4
Cc1ccc(C(=O)OC2OC(=O)C(Cl)=C2N2CCOCC2)cc1 (stereo not drawn),-4,18,-14,-1,-1,1,0.3,1,0.6
CN(C)C(=O)NC1CCCCCCCCCCC1,-13,-12,-37,-1,·,0,1.5,10,0.2
O=C(Nc1nnc(Cc2ccccc2)s1)c1ccco1,4,-3,-17,3,-0.0041,6,-0.4,22,1.1
COCCn1c(C)cc(C(=O)COC(=O)c2ccc([N+](=O)[O-])o2)c1C,1,1,2,-3,0.04,-1,1.4,12,-2.4
O=C(NCCC1=CCCCC1)C(=O)NCC(c1ccco1)N1CCN(c2ccccc2F)CC1 (stereo not drawn),8,2,-14,3,1.3,-6,1.2,16,1.1
Cc1nc([N+](=O)[O-])c(Sc2nc3ccccc3[nH]2)n1Cc1ccccc1,-1,0,-18,2,-0.29,-2,-1.1,7,-6.2
O=c1[nH]c(CN2CCN(c3ccc(F)cc3)CC2)nc2ccccc12,-2,-4,-31,0,0.81,-5,0.3,7,-0.4
CC(C)Cc1cc(C(=O)N2CCC(N3CCC(C(=O)NC4CC4)CC3)CC2)n[nH]1,-1,-16,0,5,0.53,1,0.7,7,0.5
N#Cc1c(-n2cccc2C=O)sc2c1CCCC2,10,-2,-6,22,-1.1,-9,-0.3,10,-1.1
O=C(CNc1cc(S(=O)(=O)N2CCCC2)ccc1OCC(F)(F)F)Nc1cccc(C(F)(F)F)c1,8,0,-12,1,0.56,-3,0.6,8,0.8
CN(C)c1ccc(NC(=O)c2cccc(C(=O)Nc3ccc(N(C)C)cc3)n2)cc1,2,5,-5,2,-0.28,-3,0.7,6,0.4
COc1ccc(N2C(=O)CC(Cc3ccccc3)C2=O)cc1 (stereo not drawn),6,2,5,1,-0.72,-1,-0.2,9,-1.6
CN(C)C(=O)Cn1c(SCC(=O)N2CCCc3ccccc32)nc2ccccc21,-1,-2,5,2,0.52,0,0.0,14,-0.4
NC(=O)[C@H](Cc1cc2ccccc2s1)NC(=O)[C@@H]1CC2(CC(c3cccc(NC(=O)[C@@H]4CCC(=O)N4)c3)=NO2)CN1C(=O)/C=C/Sc1ccccc1 (stereo partly drawn),6,-10,-9,20,-2,1,3.4,19,4.4
C=CCN(c1ccc(C(=O)NC(C)C)cc1)S(C)(=O)=O,16,4,-6,-17,0.57,-13,0.6,4,0.8
CN1CC=C2C(C#N)=C(N)C(C#N)(C#N)C(CCc3ccccc3)C2C1 (stereo not drawn),-3,-32,-6,10,-0.31,-6,0.2,12,1.8
COc1ccc(CCNC(=O)CSc2nnc(CNC(=O)c3ccco3)o2)cc1OC,14,-6,3,7,-0.79,2,-0.2,18,0.5
Cc1cccc2sc(N(CCCN(C)C)C(=O)c3nc4ccccc4s3)nc12,1,5,-15,-2,2.8,1,1.0,12,-5.8
O=C(COC(=O)c1ccccc1)Nc1cccc(S(=O)(=O)NC2=NCCCCC2)c1,8,11,-6,0,-0.66,4,0.6,4,3.5
COC(=O)c1cc(NC2c3ccccc3C(=O)N2c2cccnc2)cc(C(=O)OC)c1 (stereo not drawn),-3,-2,-1,19,0.28,-1,-0.2,7,-1.4
O=C(Cc1c[nH]c2ccccc12)N/N=C/c1ccccc1O,-10,7,12,-44,-0.46,-4,2.5,4,-1.6
OCCN1CNC(=S)NC1,-3,·,-3,8,1.1,-13,0.9,-1,4.1
Cc1cc(C)c(S(=O)(=O)N(C2=NCCS2)S(=O)(=O)c2c(C)cc(C)cc2C)c(C)c1,-1,7,-12,7,-0.071,-3,-0.7,5,-0.4
O=C(N/N=C/c1cccnc1)c1ccc([N+](=O)[O-])cc1Cl,3,5,-1,-1,1.1,-4,-0.1,14,-1.2
COc1ccccc1N1CCN(S(=O)(=O)c2ccc3c4c(cccc24)C(=O)N3C)CC1,1,·,-14,0,-0.16,1,0.1,5,-0.6
O=C(c1cc(F)cc2c1OCOC2)N1CCN(c2ccc(F)cc2)CC1,-1,19,-5,9,0.13,2,1.4,9,1.2
CCC1CCCCN1Cc1cc(OC)c(O)c([N+](=O)[O-])c1 (stereo not drawn),1,-4,0,0,·,1,1.1,17,-0.7
Cc1ccc(Nc2nc(-c3sc(NC(=O)c4ccc([N+](=O)[O-])cc4)nc3C)cs2)cc1,-7,-3,-20,1,0.31,-2,0.0,-2,0.6

# Profiles, quoted from the list. Screens in order: FXIa inh	Rad51 HR inh	hK5 inh	Hck Nef HTS	Cl transport mod	thrombin 1536	L929 necroptosis	FXIIa inh	TNF death inh
# Results for `O=C(c1cc(F)cc2c1OCOC2)N1CCN(c2ccc(F)cc2)CC1` : -1	19	-5	9	0.13	2	1.4	9	1.2
# Results for `Cc1cc(C)c(S(=O)(=O)N(C2=NCCS2)S(=O)(=O)c2c(C)cc(C)cc2C)c(C)c1` : -1	7	-12	7	-0.071	-3	-0.7	5	-0.4
# Results for `CCC1CCCCN1Cc1cc(OC)c(O)c([N+](=O)[O-])c1` (stereo not drawn) : 1	-4	0	0	·	1	1.1	17	-0.7
# Results for `O=C(N/N=C/c1cccnc1)c1ccc([N+](=O)[O-])cc1Cl` : 3	5	-1	-1	1.1	-4	-0.1	14	-1.2
# Results for `COc1ccccc1N1CCN(S(=O)(=O)c2ccc3c4c(cccc24)C(=O)N3C)CC1` : 1	·	-14	0	-0.16	1	0.1	5	-0.6
